Assay outcomes from PubChem BioAssay.
HCV NS3 hel inh: inhibitors of HCV NS3 helicase, primary screen, biochemical, Cy5 molecular beacon fluorescence | Hepatitis C virus NS3 helicase | NS3 helicase DNA unwinding | inhibition, % at 10.9 µM | actives 0.56% (n = 290,000) | AID 1800, 2009;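 active means inhibition above the mean of all tested compounds plus 3 SD, set per campaign, cut at about 35% in these data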;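 further: 0% = DMSO wells and 100% = thioflavine S control wells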
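test system = hepatitis C virus NS3 helicase domain fragment enzyme | reagent = annealed dual-labelled DNA beacon duplex, ATP-started | times = 1 h at 25 °C | detection = Cy5 fluorescence, 0 and 60 min reads | read-out basis = percent inhibition from t60/t0 fluorescence ratio | control set = DMSO and thioflavine S | replication = one well per compound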
IMP-1 inh: IMP-1 metallo-beta-lactamase inhibitors, primary screen, biochemical, epi-absorbance readout, Pseudomonas aeruginosa enzyme; metallo-beta-lactamase IMP-1 (Pseudomonas aeruginosa); purified IMP-1, nitrocefin hydrolysis, epi-absorbance fluorescence; inhibition, % at 5.6 µM; actives 0.45% (n = 290,000);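 active means inhibition above the mean plus 3 SD of all compounds in the same screening run, cut at about 4.5% in these data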;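 further: 0% = IMP-1 with DMSO and 100% = DMSO wells lacking enzyme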
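Test system: recombinant IMP-1 enzyme, purified / Medium: HEPES buffer pH 7.1 with ZnSO4 and Brij 35 / Doses: single dose, 5.6 µM / Times: 25 °C, 15 min preincubation, 25 min reaction / Detection: Epi-absorbance via hydrolysed-nitrocefin quenching of white-plate fluorescence, 480/530 nm, EDTA stop / Evaluation: percent inhibition from optical density relative to buffer-blank wells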
MEKK2mut PB1 HTS: MEK5 binding signal on mutant MEKK2 PB1, primary screen, biochemical, multiplex bead flow cytometry, Alexa488-MEK5. actives 0.35% (n = 290,000). Alexa488-MEK5 binding to MEKK2 mutant. AID 1530, 2009. percent response, % at 10 µM; in the data active means percent response above about 24%, passing the limit was not always enough; further: inactives centre near 1; some results filed as inactive read as strong as hits
NALP1 inh: NALP1 inflammasome inhibitors in reconstituted yeast, colorimetric, S. cerevisiae, triplicate retest | S. cerevisiae NALP1/ASC/caspase-1 growth, X-gal OD620, 72 h | inhibition, % at 10 µM | actives 0.61% (n = 280,000) | AID 2071, 2009; in the data active means inhibition mostly above about 24%, no sharp cut-off; inactive means mostly below about 32%; further: some compounds called inactive have numbers as strong as hits
MEKK2 WT-MEK5: modulators of MEK5 binding to wildtype MEKK2, primary screen, biochemical, multiplex bead flow cytometry, Alexa488-MEK5. Mitogen-activated protein kinase kinase kinase 2 (Homo sapiens), Q9Y2U5. Alexa488-MEK5 binding to MEKK2 WT; actives lie on both sides. binding response (% of control), % at 10 µM. actives 1.1% (n = 290,000). AID 1531, 2009; in the data active means binding response below about 67% or above about 130%
FID counter: compounds displacing fluorescent DNA intercalator, primary screen, artefact control for HCV NS3 helicase inhibitor project, biochemical, FID fluorescence; AID 1845, 2009; DNA fluorescent intercalator displacement; inhibition, % at 7.9 µM; actives 0.17% (n = 290,000); in the data active means inhibition above about 37%;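 further: 0% = vehicle and 100% = reference compound; higher means more ethidium bromide displaced from hairpin DNA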
UBC9 SUMO inh: inhibitors of in vitro SUMOylation cascade, primary screen, biochemical, HTRF, uHTS; actives 0.36% (n = 290,000); HTRF SUMOylation assay, SAE1/SAE2 + UBC9; inhibition, % at 35 µM; SUMO-conjugating enzyme UBC9 (Homo sapiens), P63279; in the data active means inhibition above about 50%, passing the limit was not always enough; further: strong numbers were not always called active
Target sequence (P63279 whole entry, looked up): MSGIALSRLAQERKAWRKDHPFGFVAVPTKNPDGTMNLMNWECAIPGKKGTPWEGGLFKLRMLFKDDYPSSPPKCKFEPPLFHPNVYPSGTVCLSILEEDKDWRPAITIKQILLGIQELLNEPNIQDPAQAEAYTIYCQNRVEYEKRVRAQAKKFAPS
VIM-2 inh: VIM-2 metallo-beta-lactamase inhibitors, primary screen, biochemical, epi-absorbance readout, Pseudomonas aeruginosa enzyme | purified VIM-2, nitrocefin hydrolysis, epi-absorbance fluorescence | inhibition, % at 5.6 µM | actives 0.89% (n = 290,000) | AID 1527, 2009;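 active means inhibition above the mean of all tested compounds plus 3 SD, cutoff set per screening run, cut at about 7.5% in these data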;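 further: red hydrolysis product quenches plate fluorescence so inhibitors raise well fluorescence; 0% = enzyme with DMSO and 100% = DMSO without enzyme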
M18AAP inhibitor: PfM18AAP inhibitors, malaria aminopeptidase, primary screen, biochemical, QFRET, recombinant enzyme. inhibition, % at 7.35 µM. actives 1.2% (n = 290,000). H-Glu-NHMec fluorogenic cleavage. M18 aspartyl aminopeptidase (Plasmodium falciparum 3D7). AID 1822, 2009;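 active means inhibition above the campaign mean inhibition over all tested compounds plus 3 SD, cut at about 28% in these data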;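 further: 0% = plate median of test compound wells and 100% = 2 mM ZnCl2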
An asterisk follows results filed as active.

Screening CC(=O)Nc1ccc(S(=O)(=O)N2CCC(C(=O)NCCc3c[nH]c4ccccc34)CC2)cc1 returned HCV NS3 hel inh 5, IMP-1 inh -1.4, MEKK2mut PB1 HTS 6, NALP1 inh 6, MEKK2 WT-MEK5 109, FID counter -16, UBC9 SUMO inh -6, VIM-2 inh -0.1 and M18AAP inhibitor -1.
`COc1cc(C(=O)Nc2ccc(S(=O)(=O)Nc3nccc(C)n3)cc2)c([N+](=O)[O-])cc1OC` gave HCV NS3 hel inh 5, IMP-1 inh -1.6, MEKK2mut PB1 HTS 3, NALP1 inh 13, MEKK2 WT-MEK5 101, FID counter -3, UBC9 SUMO inh 28, VIM-2 inh -0.5 and M18AAP inhibitor -12.
CC(C)(C)Nc1ncnc2sc(-c3ccccc3)cc12 was read as HCV NS3 hel inh -7, IMP-1 inh -2.1, MEKK2mut PB1 HTS -1, NALP1 inh 9, MEKK2 WT-MEK5 100, FID counter -19, UBC9 SUMO inh 3, VIM-2 inh -2.7 and M18AAP inhibitor 0.
`CCN(CC)C1CC(=O)N(c2ccc(Br)cc2)C1=O` (stereo not drawn) gave HCV NS3 hel inh -4, IMP-1 inh -1.2, MEKK2mut PB1 HTS 0, NALP1 inh 14, MEKK2 WT-MEK5 100, FID counter -4, UBC9 SUMO inh 20, VIM-2 inh -0.5 and M18AAP inhibitor -9.
`CC(C)(C)c1ccc(C(=O)NC(=S)Nc2nc3c(s2)CCCC3)cc1` gave HCV NS3 hel inh 12, IMP-1 inh 0.1, MEKK2mut PB1 HTS -2, NALP1 inh 5, MEKK2 WT-MEK5 101, FID counter 5, UBC9 SUMO inh -7, VIM-2 inh -0.2 and M18AAP inhibitor -11.
Cc1cc(NC(=O)CSc2nnc(C3CC3)n2N)c([N+](=O)[O-])cc1C was read as HCV NS3 hel inh -2, IMP-1 inh -2.1, MEKK2mut PB1 HTS -7, NALP1 inh 0, MEKK2 WT-MEK5 95, FID counter 3, UBC9 SUMO inh 13, VIM-2 inh -1.1 and M18AAP inhibitor 2.
CCOC(=O)N1CCC(N2Cc3cccc(C(=O)N4CCN(c5cccc(Cl)c5)CC4)c3C2=O)CC1 was read as HCV NS3 hel inh 5, IMP-1 inh -3.5, MEKK2mut PB1 HTS 3, NALP1 inh 5, MEKK2 WT-MEK5 101, FID counter -15, UBC9 SUMO inh 2, VIM-2 inh -3.6 and M18AAP inhibitor 1.
Cc1cccc2cc(CN(Cc3nnnn3Cc3ccccc3)C3CCCC3)c(=O)[nH]c12 was read as HCV NS3 hel inh 22, IMP-1 inh -0.7, MEKK2mut PB1 HTS -2, NALP1 inh 44, MEKK2 WT-MEK5 98, FID counter -7, UBC9 SUMO inh 21, VIM-2 inh 1.6 and M18AAP inhibitor 12.
Screening COc1ccc(C2CC23N=C(c2ccccc2)OC3=O)cc1 (stereo not drawn) returned HCV NS3 hel inh -1, IMP-1 inh -2.1, MEKK2mut PB1 HTS -2, NALP1 inh 31, MEKK2 WT-MEK5 98, FID counter -15, UBC9 SUMO inh -8, VIM-2 inh -1.0 and M18AAP inhibitor 0.
For C=CCSc1nc2c(cc1C#N)CCC2 the results were HCV NS3 hel inh 3, IMP-1 inh 1.5, MEKK2mut PB1 HTS 6, NALP1 inh 9, MEKK2 WT-MEK5 109, FID counter 1, UBC9 SUMO inh -8, VIM-2 inh 1.4 and M18AAP inhibitor -2.
`CSc1nc2c(c(=O)n1-c1ccc(C)cc1)SCC2` gave HCV NS3 hel inh 16, IMP-1 inh -2.8, MEKK2mut PB1 HTS 3, NALP1 inh 28*, MEKK2 WT-MEK5 107, FID counter -7, UBC9 SUMO inh 17, VIM-2 inh -2.0 and M18AAP inhibitor -3.
Screening COc1ccccc1NC(=O)Cn1cnc2sc(C(=O)Nc3ccc(OC)c(OC)c3)c(C)c2c1=O returned HCV NS3 hel inh -2, IMP-1 inh -2.3, MEKK2mut PB1 HTS -1, NALP1 inh 19, MEKK2 WT-MEK5 101, FID counter -37, UBC9 SUMO inh 14, VIM-2 inh -0.5 and M18AAP inhibitor 3.
For O=C(COc1ccc(F)cc1Br)N1CCN(c2ncccn2)CC1 the results were HCV NS3 hel inh -2, IMP-1 inh -0.2, MEKK2mut PB1 HTS -8, NALP1 inh 13, MEKK2 WT-MEK5 87, FID counter -14, UBC9 SUMO inh 7, VIM-2 inh -2.4 and M18AAP inhibitor 5.
For CCC(=O)Nc1ccc(C(=O)CSc2nc3ccccc3[nH]2)cc1 the results were HCV NS3 hel inh 11, IMP-1 inh -0.8, MEKK2mut PB1 HTS -1, NALP1 inh 27, MEKK2 WT-MEK5 99, FID counter -6, UBC9 SUMO inh 32, VIM-2 inh -7.0 and M18AAP inhibitor 0.
`CN(C(=O)COc1ccccc1)c1nc(-c2ccc(F)cc2)cs1` gave HCV NS3 hel inh 7, IMP-1 inh -2.5, MEKK2mut PB1 HTS -3, NALP1 inh -2, MEKK2 WT-MEK5 95, FID counter -4, UBC9 SUMO inh -9, VIM-2 inh -1.9 and M18AAP inhibitor 3.
For Cc1occc1C(=O)N/N=C/c1cccs1 the results were HCV NS3 hel inh 4, IMP-1 inh -0.1, MEKK2mut PB1 HTS -3, NALP1 inh 11, MEKK2 WT-MEK5 95, FID counter -2, UBC9 SUMO inh -7, VIM-2 inh -5.4 and M18AAP inhibitor 2.
CC(=O)Nc1ccc(S(=O)(=O)NCCC(=O)Nc2ccc(C)c(Cl)c2)cc1 was read as HCV NS3 hel inh 7, IMP-1 inh -1.3, MEKK2mut PB1 HTS -2, NALP1 inh 34, MEKK2 WT-MEK5 91, FID counter 5, UBC9 SUMO inh 3, VIM-2 inh -3.6 and M18AAP inhibitor -1.
CN(C)S(=O)(=O)c1ccc(Cl)c(C(=O)Nc2ccc(S(=O)(=O)N3CCOCC3)cc2)c1 was read as HCV NS3 hel inh 2, IMP-1 inh -0.7, MEKK2mut PB1 HTS -2, NALP1 inh 9, MEKK2 WT-MEK5 100, FID counter -21, UBC9 SUMO inh 3, VIM-2 inh -1.2 and M18AAP inhibitor -7.
CC(C)COCc1ccc(O)c2ncccc12 was read as HCV NS3 hel inh 0, IMP-1 inh -2.4, MEKK2mut PB1 HTS -1, NALP1 inh -10, MEKK2 WT-MEK5 97, FID counter -1, UBC9 SUMO inh -6, VIM-2 inh -2.8 and M18AAP inhibitor 6.
For COc1cc(OC)c(S(=O)(=O)Nc2ccc(C(=O)O)cc2)cc1S(=O)(=O)Nc1ccc(C(=O)O)cc1 the results were HCV NS3 hel inh -1, IMP-1 inh -3.0, MEKK2mut PB1 HTS 2, NALP1 inh 8, MEKK2 WT-MEK5 101, FID counter 3, UBC9 SUMO inh 5, VIM-2 inh -5.0 and M18AAP inhibitor 0.
For O=C(c1ccc([N+](=O)[O-])cc1[N+](=O)[O-])N1CCCC1 the results were HCV NS3 hel inh -3, IMP-1 inh -2.1, MEKK2mut PB1 HTS 0, NALP1 inh 5, MEKK2 WT-MEK5 105, FID counter 0, UBC9 SUMO inh 5, VIM-2 inh -3.1 and M18AAP inhibitor -7.
`CCCOC(=O)c1c(NC(=O)CCCn2nc([N+](=O)[O-])c(Cl)c2C)sc(C(=O)OC)c1C` gave HCV NS3 hel inh 7, IMP-1 inh -2.8, MEKK2mut PB1 HTS -3, NALP1 inh 20, MEKK2 WT-MEK5 91, FID counter 1, UBC9 SUMO inh 7, VIM-2 inh -2.6 and M18AAP inhibitor -1.
Screening CC(=O)c1ccc(Nc2ccc(-c3ccccc3F)nn2)cc1 returned HCV NS3 hel inh 1, IMP-1 inh -3.7, MEKK2mut PB1 HTS 0, NALP1 inh 0, MEKK2 WT-MEK5 100, FID counter -13, UBC9 SUMO inh -9, VIM-2 inh -6.1 and M18AAP inhibitor 0.
COC(=O)c1ccc(COc2ccc(C=O)cc2OC)o1 was read as HCV NS3 hel inh -4, IMP-1 inh -2.4, MEKK2mut PB1 HTS -9, NALP1 inh 5, MEKK2 WT-MEK5 87, FID counter -3, UBC9 SUMO inh 12, VIM-2 inh -1.0 and M18AAP inhibitor -11.
For O=S(=O)([O-])CCC[N+]1(CC#Cc2ccccc2)CCCCC1 the results were HCV NS3 hel inh -3, IMP-1 inh -2.0, MEKK2mut PB1 HTS -4, NALP1 inh 4, MEKK2 WT-MEK5 97, FID counter -8, UBC9 SUMO inh -13, VIM-2 inh -4.0 and M18AAP inhibitor 1.
CCn1c(COc2cccc(C)c2)nnc1SCC(=O)Nc1cccc(C(=O)OC)c1 was read as HCV NS3 hel inh -8, IMP-1 inh -0.7, MEKK2mut PB1 HTS 5, NALP1 inh 11, MEKK2 WT-MEK5 103, FID counter -31, UBC9 SUMO inh 7, VIM-2 inh -4.0 and M18AAP inhibitor -1.
`O=[N+]([O-])c1ccc(/C=C2\CCC(C3=CCCC3)=C2N2CCOCC2)cc1` gave HCV NS3 hel inh 3, IMP-1 inh -3.2, MEKK2mut PB1 HTS 2, NALP1 inh 24, MEKK2 WT-MEK5 1.0*, FID counter -1, UBC9 SUMO inh 9, VIM-2 inh -0.5 and M18AAP inhibitor 11.
For COc1cc(/C=N/NC(=O)c2ccccn2)ccc1OC(=O)c1ccccc1Br the results were HCV NS3 hel inh -16, IMP-1 inh -2.7, MEKK2mut PB1 HTS 0, NALP1 inh -8, MEKK2 WT-MEK5 101, FID counter -45, UBC9 SUMO inh -6, VIM-2 inh -4.7 and M18AAP inhibitor 1.
`Cc1sc2ncnc(SCC(=O)N(C(C)C)C(C)C)c2c1C` gave HCV NS3 hel inh -19, IMP-1 inh -2.9, MEKK2mut PB1 HTS -5, NALP1 inh -1, MEKK2 WT-MEK5 95, FID counter -9, UBC9 SUMO inh 1, VIM-2 inh -1.1 and M18AAP inhibitor 2.

Gathered by group: those above containing a furan ring, fused or not
For Cc1occc1C(=O)N/N=C/c1cccs1 the results were HCV NS3 hel inh 4, IMP-1 inh -0.1, MEKK2mut PB1 HTS -3, NALP1 inh 11, MEKK2 WT-MEK5 95, FID counter -2, UBC9 SUMO inh -7, VIM-2 inh -5.4 and M18AAP inhibitor 2.
COC(=O)c1ccc(COc2ccc(C=O)cc2OC)o1 was read as HCV NS3 hel inh -4, IMP-1 inh -2.4, MEKK2mut PB1 HTS -9, NALP1 inh 5, MEKK2 WT-MEK5 87, FID counter -3, UBC9 SUMO inh 12, VIM-2 inh -1.0 and M18AAP inhibitor -11.
